MRP-1 activ: activates MRP-1; H69AR cells + doxorubicin, viability rescue, CellTiter-Glo; viability increase, % at 10 µM; actives 0.61% (n = 140,000);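 active = viability gain under doxorubicin at or above a set limit, the compound median plus 3 SD, cut at about 4.7% in these data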;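 note: MRP-1 overexpressing cells given doxorubicin 25 µM after compound pretreatment; 18-22 h compound pretreatment then 72 h with doxorubicin before readout; 0% = doxorubicin-only wells and 100% = vehicle-treated cells without doxorubicin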
PTEN del growth: growth suppressors of cells with PTEN tumor suppressor deletion; actives 1.2% (n = 140,000); viability, % at 10 µM; HCT116 PTEN-null viability, CellTiter-Glo, 60 h; active compounds read low; AID 827;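 active = viability at or below a set limit, 4 SD under the median of all tested compounds, cut at about 3.7% in these data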;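 note: PTEN knockout HCT116 line with beta catenin targeted HCT116 as companion control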
Yeast lifespan up: yeast lifespan extension | S. cerevisiae growth with nicotinamide, OD615; deaD strain in restrictive glucose medium | inhibition of the nicotinamide effect, % at 10 µM | actives 0.68% (n = 130,000) | AID 775;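 active = inhibition above a set limit, placed 3 SD over the median of all compounds, cut at about 26% in these data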;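 note: 0% = nicotinamide-treated wells and 100% = cells grown without nicotinamide; some compounds called inactive have numbers as strong as hits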
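Test system – modified budding yeast, DeaD strain · Compound – single dose 10 µM compound, 0.25% DMSO · Times – culture preincubation 4 h, compound exposure 48 h, both 30 °C · Detection – optical density (absorbance) at 615 nm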
BB579 growth dn: chemicals that inhibit yeast BB579 growth in restrictive medium (lifespan-shortening candidates); inhibition, % at 10 µM; S. cerevisiae BB579 growth, OD615, 48 h; actives 0.51% (n = 140,000); AID 804;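 active = inhibition above a set limit, 3 SD over the mean compound inhibition, cut at about 44% in these data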; note: inactives centre near -24
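Test system: Saccharomyces cerevisiae DeaD strain BB579, replicative lifespan model yeast | Buffer or medium: Restrictive CSMM-D medium | Doses: One dose, 10 µM compound with 0.25% DMSO | Incubation: 48 h exposure, 30 °C | Detection: Culture absorbance at 615 nm | Control set: Amphotericin B at 10 µg/mL as positive control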
GALR2 blocker: blocks the human galanin receptor 2. O43603. GALR2-expressing cells, antagonist mode. inhibition, % at 4 µM. actives 0.39% (n = 140,000); in the data active = inhibition above about 27%;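 note: cells stimulated with galanin 1-16 at roughly its EC80; 0% = agonist challenge control and 100% = basal control without agonist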
Target sequence (O43603 whole entry, looked up): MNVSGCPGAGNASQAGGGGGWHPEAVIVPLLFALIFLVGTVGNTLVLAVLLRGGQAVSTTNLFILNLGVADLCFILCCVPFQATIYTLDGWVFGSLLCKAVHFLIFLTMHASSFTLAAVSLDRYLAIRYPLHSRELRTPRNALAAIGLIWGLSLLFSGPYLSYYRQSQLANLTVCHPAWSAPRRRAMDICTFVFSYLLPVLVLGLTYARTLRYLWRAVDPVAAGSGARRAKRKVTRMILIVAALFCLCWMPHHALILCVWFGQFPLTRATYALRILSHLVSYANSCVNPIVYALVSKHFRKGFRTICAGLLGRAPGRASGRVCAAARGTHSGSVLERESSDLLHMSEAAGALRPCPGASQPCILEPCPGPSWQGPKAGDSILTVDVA
Measles CPE: protection of cells from measles virus; Measles virus-infected cells, CPE protection, absorbance; protection (pct of control), % at 4 µM; actives 1.5% (n = 140,000); in the data active = protection mostly above about 24%, no sharp cut-off; inactive = mostly below about 26%; note: some compounds called inactive have numbers as strong as hits
HCT116 bCat-KO: beta-catenin-lacking colon tumor cell growth suppression; viability, % at 10 µM; HCT116 beta-catenin knockout viability, CellTiter-Glo, 60 h; active compounds read low; actives 1.5% (n = 140,000);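 active = viability at or under a set limit, the compound median less 4 SD, cut at about 6% in these data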;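 note: 0% = Hyamine 1622 control at 20 µM and 100% = untreated cell control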
NPY-Y2 antag: NPY-Y2 (human) receptor antagonism | AID 793 | actives 0.99% (n = 140,000) | NPY-Y2 expressing cells, antagonist mode | P49146 | inhibition, % at 2.7 µM; in the data active = inhibition above about 17%;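 note: 0% = vehicle with agonist challenge and 100% = reference antagonist with challenge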
Target sequence (P49146 whole entry, looked up): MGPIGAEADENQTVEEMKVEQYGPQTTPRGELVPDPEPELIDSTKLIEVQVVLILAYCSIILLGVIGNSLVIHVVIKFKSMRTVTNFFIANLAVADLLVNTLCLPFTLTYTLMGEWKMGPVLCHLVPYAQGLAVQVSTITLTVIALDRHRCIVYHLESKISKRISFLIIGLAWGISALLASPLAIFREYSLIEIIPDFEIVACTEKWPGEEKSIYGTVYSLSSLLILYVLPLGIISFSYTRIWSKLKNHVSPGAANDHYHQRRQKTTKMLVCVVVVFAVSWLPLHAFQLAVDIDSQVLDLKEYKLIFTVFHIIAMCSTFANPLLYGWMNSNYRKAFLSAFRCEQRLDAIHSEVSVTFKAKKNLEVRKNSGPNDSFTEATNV
E-sel TNF inh: blocks E-selectin expression induced by TNF alpha | HUVEC TNFa-induced E-selectin immunofluorescence, high content | inhibition, % at 2 µM | actives 0.71% (n = 120,000);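 active = inhibition above the batch mean plus 3 SD, and confirmed as a hit on visual image review, cut at about 43% in these data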;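 note: 0% = TNF-stimulated DMSO wells and 100% = unstimulated control wells; not every result past the cut was called active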
Phagocytosis inh: inhibitors of macrophage phagocytosis | J774A.1 macrophage IgG-bead phagocytosis, imaging | inhibition, % at 5 µM | actives 0.07% (n = 110,000);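 active = inhibition above the mean of the plate negative controls plus 5 SD, cut at about 13% in these data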;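 note: phagocytic index as fraction of beads internalized from green versus red external bead signal; plate controls were DMSO negative control for no effect and cytochalasin-D positive control for full effect; some results beyond the cut were filed as inactive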
Numbers without * were called inactive.

A first look:
`Cn1nnnc1SCc1nnc(-c2ccccc2Br)o1` gave MRP-1 activ -3.2, PTEN del growth 90.2, Yeast lifespan up -8.2, BB579 growth dn -41.7, GALR2 blocker 7.3, Measles CPE 5.7, HCT116 bCat-KO 94.2, NPY-Y2 antag 1.6, E-sel TNF inh -2.6 and Phagocytosis inh -1.1.
Screening Cc1nn(Cc2ccccc2Cl)c2sc(C(=O)Nc3nccs3)cc12 returned MRP-1 activ 0.0, PTEN del growth 69.1, Yeast lifespan up -0.1, BB579 growth dn -60.7, GALR2 blocker -9.9, Measles CPE 4.4, HCT116 bCat-KO 71.6, NPY-Y2 antag 4.5, E-sel TNF inh -19.3 and Phagocytosis inh -1.4.

The listing, from the first entry:
`Cn1nnnc1SCc1nnc(-c2ccccc2Br)o1` gave MRP-1 activ -3.2, PTEN del growth 90.2, Yeast lifespan up -8.2, BB579 growth dn -41.7, GALR2 blocker 7.3, Measles CPE 5.7, HCT116 bCat-KO 94.2, NPY-Y2 antag 1.6, E-sel TNF inh -2.6 and Phagocytosis inh -1.1.
Screening Cc1nn(Cc2ccccc2Cl)c2sc(C(=O)Nc3nccs3)cc12 returned MRP-1 activ 0.0, PTEN del growth 69.1, Yeast lifespan up -0.1, BB579 growth dn -60.7, GALR2 blocker -9.9, Measles CPE 4.4, HCT116 bCat-KO 71.6, NPY-Y2 antag 4.5, E-sel TNF inh -19.3 and Phagocytosis inh -1.4.
For COc1ccc(CCNc2oc(COc3ccccc3Cl)nc2C#N)cc1OC the results were MRP-1 activ -2.9, PTEN del growth 72.0, Yeast lifespan up -1.4, BB579 growth dn -39.1, GALR2 blocker 5.6, Measles CPE 3.0, HCT116 bCat-KO 75.6 and NPY-Y2 antag 10.5.
C=CCn1c(SCC(=O)/C(C#N)=C(\C)N)nnc1C1CCCCC1 was read as MRP-1 activ -1.2, PTEN del growth 90.5, Yeast lifespan up -10.3, BB579 growth dn 4.5, GALR2 blocker 9.9, Measles CPE 35.3, HCT116 bCat-KO 104.6, NPY-Y2 antag 1.8 and Phagocytosis inh -0.5.
For C=CCn1c(SCCOC)nc2c1c(=O)[nH]c(=O)n2C the results were MRP-1 activ 0.3, PTEN del growth 101.7, Yeast lifespan up -3.6, BB579 growth dn 5.4, GALR2 blocker 0.9, Measles CPE 4.8, HCT116 bCat-KO 110.8, NPY-Y2 antag -1.8, E-sel TNF inh -6.3 and Phagocytosis inh -0.4.
For Brc1ccc(CN2CCSCC2)cc1 the results were MRP-1 activ -2.0, PTEN del growth 94.5, Yeast lifespan up -2.9, BB579 growth dn -31.5, GALR2 blocker 1.9, Measles CPE 12.2, HCT116 bCat-KO 95.9, NPY-Y2 antag 1.0, E-sel TNF inh 16.8 and Phagocytosis inh -0.7.
For CCc1ccc(NC(=O)c2cc(-c3ccco3)on2)cc1 the results were MRP-1 activ -1.0, PTEN del growth 85.0, Yeast lifespan up -10.2, BB579 growth dn -13.5, GALR2 blocker -3.9, Measles CPE 10.7, HCT116 bCat-KO 95.8, NPY-Y2 antag 2.5 and E-sel TNF inh -5.9.
Screening CC(C)Cn1c2c(c(O)c(C(=O)Nc3ccc(F)cc3)c1=O)CCCC2 returned MRP-1 activ 6.3*, PTEN del growth 75.2, Yeast lifespan up -10.2, BB579 growth dn -28.1, GALR2 blocker 3.0, Measles CPE 22.0, HCT116 bCat-KO 75.5, NPY-Y2 antag 1.0 and Phagocytosis inh -0.9.
`CCC1=[N+](CC(=O)c2ccc(C)cc2)CCn2c(C)ccc21` gave MRP-1 activ -4.8, PTEN del growth 57.7, Yeast lifespan up 11.3, BB579 growth dn -49.8, GALR2 blocker -10.2, Measles CPE 15.1, HCT116 bCat-KO 66.8, NPY-Y2 antag -0.7 and E-sel TNF inh 40.2.
COC(=O)CSc1nnc(CNC(=O)c2ccc(OC)cc2OC)n1C was read as MRP-1 activ -1.0, PTEN del growth 98.4, Yeast lifespan up 8.7, BB579 growth dn 1.7, GALR2 blocker -11.7, Measles CPE 11.1, HCT116 bCat-KO 102.5, NPY-Y2 antag 0.1, E-sel TNF inh 5.6 and Phagocytosis inh 1.0.
Cc1ccc(CNc2ncnc3c2cnn3-c2ccccc2)cc1 was read as MRP-1 activ -3.2, PTEN del growth 92.8, Yeast lifespan up -6.5, BB579 growth dn -14.2, GALR2 blocker -3.2, Measles CPE 6.0, HCT116 bCat-KO 89.5, NPY-Y2 antag 2.6 and E-sel TNF inh 7.4.
`O=C(NCC(=O)N(CC1CCCO1)C(C(=O)NC1CCCC1)c1cccnc1)c1ccco1` (centres undefined) gave MRP-1 activ -1.6, PTEN del growth 90.3, Yeast lifespan up -9.4, BB579 growth dn 7.1, GALR2 blocker 2.5, Measles CPE 12.6, HCT116 bCat-KO 80.8, NPY-Y2 antag 0.4, E-sel TNF inh 6.3 and Phagocytosis inh -0.8.
`Cc1sc2nc(C3CC3)nc(NCCNS(=O)(=O)c3ccccc3)c2c1C` gave MRP-1 activ -0.3, PTEN del growth 83.2, BB579 growth dn -28.0, GALR2 blocker -1.4, Measles CPE 5.2, HCT116 bCat-KO 86.6, NPY-Y2 antag 3.5 and E-sel TNF inh -15.1.
`O=C(c1cccc2ccccc12)N1CCN=C1SCc1ccc([N+](=O)[O-])cc1` gave MRP-1 activ -2.3, PTEN del growth 60.3, Yeast lifespan up 4.5, BB579 growth dn -38.2, GALR2 blocker -3.7, Measles CPE 14.4, HCT116 bCat-KO 53.6, NPY-Y2 antag 0.8, E-sel TNF inh -27.3 and Phagocytosis inh -5.8.
`CCC(=O)NC(=S)Nc1cccc(Cl)c1N1CCCCC1` gave MRP-1 activ -5.0, PTEN del growth 55.5, Yeast lifespan up -13.6, BB579 growth dn -50.3, GALR2 blocker -12.2, Measles CPE 4.1, HCT116 bCat-KO 45.2, NPY-Y2 antag 3.2, E-sel TNF inh -19.9 and Phagocytosis inh -3.3.
COc1ccc2oc(=O)c(C(=O)N3CCN(c4ccccc4C)CC3)cc2c1 was read as MRP-1 activ 0.8, PTEN del growth 101.6, Yeast lifespan up -8.4, BB579 growth dn -21.3, GALR2 blocker 3.5, Measles CPE 19.1, HCT116 bCat-KO 99.2, NPY-Y2 antag 3.6, E-sel TNF inh -6.9 and Phagocytosis inh 1.4.
Cc1cc(C)nc(SCc2nnc(SCC(=O)Nc3nccs3)n2Cc2ccco2)n1 was read as MRP-1 activ -1.4, PTEN del growth 116.5, Yeast lifespan up -3.1, BB579 growth dn -44.0, GALR2 blocker 7.9, Measles CPE 40.7*, HCT116 bCat-KO 97.6, NPY-Y2 antag 1.0 and Phagocytosis inh -1.4.
For CN(C)c1cccc(NC(=O)CCc2ccccc2)c1 the results were MRP-1 activ -1.2, PTEN del growth 73.0, Yeast lifespan up -14.6, BB579 growth dn -77.6, GALR2 blocker 10.7, Measles CPE 13.1, HCT116 bCat-KO 74.9, NPY-Y2 antag 0.0 and E-sel TNF inh -5.8.
COCCn1nnnc1CN(CCc1ccccc1)Cc1cc2ccc(C)cc2[nH]c1=O was read as MRP-1 activ -3.2, PTEN del growth 87.2, Yeast lifespan up 1.7, BB579 growth dn -36.3, GALR2 blocker -0.6, Measles CPE 4.1, HCT116 bCat-KO 74.1, NPY-Y2 antag -0.9, E-sel TNF inh -3.6 and Phagocytosis inh -1.1.
`CC(C(N)=O)N1C(=O)c2cccc3cccc1c23` (centres undefined) gave MRP-1 activ -0.7, PTEN del growth 91.5, Yeast lifespan up -11.3, BB579 growth dn -32.2, GALR2 blocker 3.7, Measles CPE 8.3, HCT116 bCat-KO 85.4, NPY-Y2 antag -1.6, E-sel TNF inh 11.3 and Phagocytosis inh -0.5.
For Cc1c(Cl)cccc1NC(=O)CN1CCC(NC(=O)C2CCCCC2)CC1 the results were MRP-1 activ -1.3, PTEN del growth 96.0, Yeast lifespan up -6.6, BB579 growth dn -20.6, GALR2 blocker -6.8, HCT116 bCat-KO 86.9, NPY-Y2 antag -0.2, E-sel TNF inh 11.8 and Phagocytosis inh -2.7.
`Cc1ccccc1C(=O)NC(NC(=S)Nc1ccc(S(N)(=O)=O)cc1)C(Cl)(Cl)Cl` (centres undefined) gave MRP-1 activ -3.6, PTEN del growth 80.0, Yeast lifespan up -1.6, BB579 growth dn -16.8, GALR2 blocker -4.0, Measles CPE 16.0, HCT116 bCat-KO 64.1, NPY-Y2 antag -1.8 and E-sel TNF inh -2.7.
For CCn1nnnc1-c1ccc(OC)c(S(=O)(=O)NCCc2ccccc2)c1 the results were MRP-1 activ -2.1, PTEN del growth 90.7, BB579 growth dn -14.9, GALR2 blocker 8.7, Measles CPE -0.8, HCT116 bCat-KO 90.8, NPY-Y2 antag -0.2, E-sel TNF inh 50.9 and Phagocytosis inh -0.2.
Screening Cc1cccc(N(C(=O)c2csnn2)C(C(=O)NC(C)(C)C)c2cccs2)c1 (centres undefined) returned MRP-1 activ -2.2, PTEN del growth 95.0, Yeast lifespan up -21.3, BB579 growth dn -21.8, GALR2 blocker -4.1, Measles CPE 4.7, HCT116 bCat-KO 97.8, NPY-Y2 antag 0.0 and E-sel TNF inh -12.7.
For N#Cc1cc2c(nc1SCC(=O)Nc1sc3c(c1C#N)CCC3)CCCCC2 the results were MRP-1 activ 0.4, PTEN del growth 75.4, Yeast lifespan up 19.1, BB579 growth dn -43.0, GALR2 blocker -3.8, Measles CPE 11.3, HCT116 bCat-KO 83.8, NPY-Y2 antag 1.6, E-sel TNF inh -14.4 and Phagocytosis inh -1.4.
Screening Cc1occc1C(=O)Nc1cc(=O)n(C)c(=O)n1C returned MRP-1 activ -2.2, PTEN del growth 91.6, Yeast lifespan up 13.7, BB579 growth dn 15.2, GALR2 blocker -0.9, Measles CPE 6.9, HCT116 bCat-KO 97.9, NPY-Y2 antag 2.2, E-sel TNF inh 15.9 and Phagocytosis inh 0.1.
CCOC(=O)CCSc1nnc(-c2cccnc2)n1-c1ccccc1OC was read as MRP-1 activ -1.1, PTEN del growth 93.0, Yeast lifespan up -3.1, BB579 growth dn -31.9, GALR2 blocker 6.0, Measles CPE 1.9, HCT116 bCat-KO 83.0, NPY-Y2 antag 2.2, E-sel TNF inh -11.9 and Phagocytosis inh -1.7.
Screening COc1ccc(N(C)C(=O)CC2(CC(=O)O)CCCCC2)cc1 returned MRP-1 activ 2.2, PTEN del growth 97.4, Yeast lifespan up 1.6, BB579 growth dn -51.4, GALR2 blocker 15.1, Measles CPE 10.5, HCT116 bCat-KO 93.7, NPY-Y2 antag -1.2, E-sel TNF inh -29.6 and Phagocytosis inh -0.1.
`O=C(CNC(=O)COc1ccccc1)NCc1ccccc1F` gave MRP-1 activ 2.4, PTEN del growth 92.7, Yeast lifespan up -3.2, BB579 growth dn -31.1, GALR2 blocker 2.2, Measles CPE 10.2, HCT116 bCat-KO 102.9, NPY-Y2 antag 7.2 and Phagocytosis inh 0.9.
`Cn1c(CNC(=O)c2ccco2)nnc1SCC(=O)N1c2ccccc2Sc2ccccc21` gave MRP-1 activ -0.5, PTEN del growth 91.7, Yeast lifespan up -3.5, BB579 growth dn -26.8, GALR2 blocker -8.3, Measles CPE 3.3, HCT116 bCat-KO 85.0, NPY-Y2 antag 1.9, E-sel TNF inh -20.7 and Phagocytosis inh -2.1.

Compound activity deposited in PubChem BioAssay by several laboratories.
